Screening results (PubChem)
SNCA expr inhib: SNCA gene expression inhibition. HEK-293 SNCA-luciferase knock-in, luminescence, 24 h. Potency, µM (series often up to 57.2 µM), inactives show top-dose activity change, negative = inhibition, most hits filed as inhibitors. actives 0.17% (n = 140,000). AID 1671194;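 further: potency means the concentration at half of the fitted maximal effect; plate controls were DMSO cells for no effect and cell-free wells for full effect; nearly all actives have a fitted effect of over 45% in size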
GPT2 inh: inhibitors of human GPT2 alanine aminotransferase; Q8TD30; actives 0.25% (n = 100,000); Recombinant GPT2, coupled pyruvate oxidase/HRP Amplex Red fluorescence; Potency, µM (highest dose often 57.7 µM), inactives show at the highest dose activity change, negative = inhibition, most hits filed as inhibitors; AID 1671188; further: potency means the concentration at half of the fitted maximal effect; nearly all actives have a fitted effect of over 60% in size; many of its hits are not listed in these tables
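GPT2 10ng/uL, a-KG 250uM, L-Ala 2mM, HEPES pH7.5 + 0.0001% Tween; 30 min RT. Then Amplex mix (PO/HRP/ThPP), 30 min RT dark, fluorescence. AOA 50uM used as positive control.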
HEK293 viab: counter-screen for SNCA expression inhibitors: cell viability | HEK-293-SNCA-luc viability, GF-AFC fluorescence, 24 h | Potency, µM (top dose mostly 57.1 µM), without a hit: at the highest dose activity change, negative = cytotoxicity, hits mostly cytotoxic | actives 0.12% (n = 150,000) | AID 1671193;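 further: potency means the concentration at half of the fitted maximal effect; 0% = DMSO-treated cells and -100% = medium-only wells without cells; nearly all actives have a fitted effect of over 30% in size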
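Cytotoxicity counterscreen: after 24 h compound treatment of genome-edited SNCA-luciferase HEK-293 cells, live-cell protease substrate GF-AFC read by fluorescence after 30 min; activity scaled between DMSO (0%) and medium-only (-100%), curves Hill-fitted.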
HEK293 tox: kills HEK 293 cells; HEK 293 viability, ATP luminescence (CellTiter-Glo), 48-72 h; AID 1345083; actives 6.6% (n = 94,000); Potency, µM (doses to about 115 µM), without a hit: at the top dose activity change, negative = cytotoxicity, hits mostly inhibitors; further: potency means the concentration at half of the fitted maximal effect; nearly all actives have a fitted effect of over 60% in size
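Read-out: CellTiter-Glo ATP luminescence. Cells: HEK 293, 250 cells/well. Exposure: 48 or 72 hr, 37 degree Celsius.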
3T3 cytotox: kills NIH 3T3 cells; NIH 3T3 viability, CellTiter-Glo ATP luminescence, 48-72 h; Potency, µM (series often up to 96.7 µM), for the others: at the top dose activity change, negative = cytotoxicity, hits mostly inhibitors; actives 4.3% (n = 94,000); AID 1345082; further: potency means the concentration at half of the fitted maximal effect; nearly all actives have a fitted effect of over 55% in size
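Viability of NIH 3T3 cells after 48 or 72 hr compound treatment at 37 °C was assessed by CellTiter-Glo, with luminescence imaged following a 10 min room-temperature step.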
FLuc inh: blocks purified firefly luciferase enzyme activity; P08659; purified P. pyralis luciferase, luminescence, biochemical; Potency, µM (doses to about 115 µM), without a hit: at the top dose activity change, negative = inhibition, actives largely listed as inhibitors; actives 2.5% (n = 76,000); AID 1347043; further: potency means the concentration at half of the fitted maximal effect; nearly all actives have a fitted effect of over 65% in size
Target sequence (P08659 whole entry, looked up): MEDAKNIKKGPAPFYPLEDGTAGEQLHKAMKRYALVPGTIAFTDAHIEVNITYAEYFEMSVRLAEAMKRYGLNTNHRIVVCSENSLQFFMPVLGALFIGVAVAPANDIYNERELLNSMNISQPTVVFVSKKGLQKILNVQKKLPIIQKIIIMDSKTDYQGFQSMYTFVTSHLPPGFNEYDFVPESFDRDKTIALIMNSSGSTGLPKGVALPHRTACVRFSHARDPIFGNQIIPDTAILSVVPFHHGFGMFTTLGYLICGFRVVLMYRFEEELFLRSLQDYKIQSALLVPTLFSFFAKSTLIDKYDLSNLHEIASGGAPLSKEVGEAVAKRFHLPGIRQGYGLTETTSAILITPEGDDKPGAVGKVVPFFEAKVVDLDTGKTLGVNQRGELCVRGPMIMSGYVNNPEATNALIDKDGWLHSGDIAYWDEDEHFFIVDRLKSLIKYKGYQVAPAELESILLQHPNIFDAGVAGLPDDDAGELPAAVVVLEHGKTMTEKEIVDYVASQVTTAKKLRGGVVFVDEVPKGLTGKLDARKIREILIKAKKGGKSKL
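Inhibitors were tested against purified firefly luciferase in a biochemical, low-substrate format (both substrates at 10uM) and luminescence measured with a CCD imager.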
IP6K1 inhibitor: inhibitors of human IP6K1; Q92551; AID 1645851; activity change, % (series mostly up to about 58 µM); IP6K1 kinase, ADP-Glo luminescence, 2 h; stronger effect = lower value; actives 0.81% (n = 140,000); in the data active means activity change below about -25%
Target sequence (Q92551 whole entry, looked up): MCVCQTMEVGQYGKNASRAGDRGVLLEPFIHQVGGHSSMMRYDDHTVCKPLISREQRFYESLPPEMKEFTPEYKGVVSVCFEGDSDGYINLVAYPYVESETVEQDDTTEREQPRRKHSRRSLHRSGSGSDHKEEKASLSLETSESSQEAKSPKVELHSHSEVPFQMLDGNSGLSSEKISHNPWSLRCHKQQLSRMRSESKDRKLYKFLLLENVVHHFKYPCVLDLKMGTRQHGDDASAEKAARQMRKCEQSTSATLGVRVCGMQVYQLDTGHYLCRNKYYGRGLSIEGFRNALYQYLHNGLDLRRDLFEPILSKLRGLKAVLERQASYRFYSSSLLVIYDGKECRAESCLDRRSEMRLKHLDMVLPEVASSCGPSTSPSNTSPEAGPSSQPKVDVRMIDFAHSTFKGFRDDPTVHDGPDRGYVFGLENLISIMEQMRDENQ
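ADP-Glo luminescence measures ADP made by human IP6K1 during a 2 h RT reaction with ATP/IP6 (mix at 1.3 mM/130 uM); top library doses 57.5 and 19.1 uM final.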
Starred values were filed as active, the others as inactive; i = inactive; ? = inconclusive; · = not tested or not shown; & = joins results of further samples; [ ] = another dose, or the depositor's remark. Unless noted, the call rests on the fitted dose curve; in most records, active means well fitted curve in the direction sought with a large enough effect; inconclusive means small, poorly fitted or top-dose-only effect, or another doubt; inactive means no such curve, though single readings can be large; an effect the other way counts as inactive or inconclusive. Unless noted, on the % scale 0 is the no-effect control and ±100 the full control effect. Rows were taken by chance. Share with any hit: about 7.7%.

SMILES	SNCA expr inhib	GPT2 inh	HEK293 viab	HEK293 tox	3T3 cytotox	FLuc inh	IP6K1 inhibitor
O=C(CN1c2ccccc2S(=O)(=O)c2ccccc21)Nc1ccccc1Cl	11%	·	-21%	·	·	·	-10
CN1CCC(OCCCn2ccnc2-c2ccccc2C(=O)O)CC1	2%	-10%	3%	2%	-14%	8%	4
CC(NC(=O)c1noc(-c2ccc3c(c2)OCO3)n1)c1ccccc1 (configuration not stated)	94%[activator]	i	-11%	?	?	?	-2
CCn1nccc1C(=O)N1CCCC(c2nnnn2-c2ccccc2)C1 (configuration not stated)	-18%	i	4%	1%	3%	4%	-12
COc1cccc2c1OCC(Cc1cccc(N3CCNCC3)c1)C2 (configuration not stated)	11%	4%	-14%	?	?	8%	14
CN1CCCC2(Cc3ccccc3CN(C(=O)c3ccc(Cl)cc3)C2)C1 (configuration not stated)	2%	i	-4%	-23%	-14%	·	-11
C#CCNC(=O)c1onc(-c2ccc(F)cc2)c1[C@H](C)O	6%[87.6 µM]	?	-12%[87.6 µM]	-22%[230 µM]	-36%[230 µM]	-11%[230 µM]	-3
COc1ccc(N2CC(NC(=O)CCCc3ccccc3)CC2=O)cc1 (configuration not stated)	48%[activator]	·	12%	·	·	·	23
O=C(N[C@@H](Cn1cc(Cl)c(=O)[nH]c1=O)C(=O)O)C1CC1	?	3%[88.5 µM]	3%[87.6 µM]	i	1%[138 µM]	-2%[172 µM]	-1
Cn1cnnc1CC1CCN(C(=O)c2ccccc2F)CC1	18%	-12%	8%	i	-18%	0%	15
CCc1ccc(CNC(=O)c2cc3n(n2)CCCN(Cc2ccccc2)C3=O)cc1	-14%	·	9%	·	·	·	-1
COc1ccc(C(=O)c2sc3nc(-c4ccc(F)cc4)ccc3c2N)cc1	-6%	·	?	·	·	·	12

Entries of single compounds, quoted from the list.
Record of `COc1ccc(N2CC(NC(=O)CCCc3ccccc3)CC2=O)cc1` (configuration not stated) → SNCA expr inhib: 48%[activator]; GPT2 inh: ·; HEK293 viab: 12%; HEK293 tox: ·; 3T3 cytotox: ·; FLuc inh: ·; IP6K1 inhibitor: 23
Record of `O=C(N[C@@H](Cn1cc(Cl)c(=O)[nH]c1=O)C(=O)O)C1CC1` → SNCA expr inhib: ?; GPT2 inh: 3%[88.5 µM]; HEK293 viab: 3%[87.6 µM]; HEK293 tox: i; 3T3 cytotox: 1%[138 µM]; FLuc inh: -2%[172 µM]; IP6K1 inhibitor: -1

Remaining list, next part.
SMILES	SNCA expr inhib	GPT2 inh	HEK293 viab	HEK293 tox	3T3 cytotox	FLuc inh	IP6K1 inhibitor
CC(C)Cn1c(=O)c(C(=O)N2CCN(C(=O)c3ccc(Cl)nc3)CC2)nc2cccnc21	-5%	i	0%	i	-12%	·	-1
CCN(C(=O)c1cn(-c2ccc(OC)cc2)c(=O)c2ccccc12)c1cccc(Cl)c1	-14%	·	-11%	·	·	·	7
COc1ccccc1Cn1c(=O)c(C(=O)N2CCN(C(C)=O)CC2)nc2cccnc21	11%&-7%	1%	-1%&7%	i	3%&-16%	·	3&0
O=C(COc1ccccc1)Nc1ccc2c(c1)CN(Cc1ccccc1F)C(=O)CO2	-12%	3%	-13%	?	?	-17%	-6
CN(C)c1ccc(CN2CCc3nc(N4CCN(c5ccccn5)CC4)ncc3C2)cc1	?	·	?	·	·	·	11
Cc1cnc(CC2CCN(C(=O)C3CC3)C2)n1C(C)C (configuration not stated)	-6%	-7%	-4%	3%	-5%	5%	11
CCC(=O)N1CCc2cc(Br)cc(S(=O)(=O)CCC(=O)NCCc3ccc(OC)c(OC)c3)c21	20%	·	3%	·	·	·	24
COc1ccc(-c2cc(C[C@@H]3CC[C@H](O)[C@@H](CNC(=O)Nc4ccccc4OC)O3)no2)cc1	16%	-7%	-6%	?	?	3%	-1
CC(=O)N1CCN(C(=O)c2ccc3nnc(-c4ccoc4)n3c2)CC1	-3%	i	6%	-1%	-7%	·	-8
O=C(NCc1ccc(Cl)cc1)c1cc2n(n1)CC(c1ccc(Cl)cc1)OC2 (configuration not stated)	?	4%	2%	?	35µM*	-21%	-7
COc1cccc(C(=O)NC(C(=O)NCC(C)C)C2CCN(C(=O)c3ccc(F)cc3)CC2)c1 (configuration not stated)	-1%	-22%	3%	-36%	-32%	-6%	6
CC(c1cccs1)N(C)C(=O)c1ccccc1F (configuration not stated)	10%[87.6 µM]	i	13%[87.6 µM]	-8%[172 µM]	-9%[138 µM]	-6%[172 µM]	-4
CC(=O)N1CCCc2cc(S(=O)(=O)N3CCCC(C(=O)Nc4ccc(C)cc4C)C3)ccc21 (configuration not stated)	4%	·	5%	·	·	·	-9
O=C1NCc2ccccc2CC12CCN(Cc1ccc([N+](=O)[O-])cc1)C2 (configuration not stated)	-13%	i	-24%	?	-27%	·	-9
Cc1noc(C)c1CC(=O)N1CCN(C(=O)N(C)C)[C@@H]2CS(=O)(=O)C[C@@H]21	?	i[11.5 µM]	-15%	-9%	-16%	-2%	-7
COc1cc(/C=C/CN2CC(=O)N(C(C)C)CC(OCc3noc(C)n3)C2)ccc1O (configuration not stated)	32%[activator]	?	6%	-1%	i	-1%	16
Cc1cccc(CN2CCN(C)C3(CCC(=O)N(CC(=O)O)CC3)C2)n1 (configuration not stated)	-17%	?	-6%	0%	-1%	4%	-16
CC(C)c1nccn1CCCNC(=O)c1ccc(NC2CCC(O)CC2)nc1 (configuration not stated)	7%	?	1%	2%	i	13%	2
O=C1N[C@H](CCC(=O)N2CCCC2)C(=O)Nc2ccccc21	-1%	i	-4%	9%	i	-5%	25
O=C(c1ccccc1F)N1CCCC2(CNc3ncccc3[S+](=O)([O-])N2)C1 (configuration not stated)	·	·	·	i	3%	·	2
Cc1noc([C@@H]2CN(C(=O)c3ccsc3)C[C@H]2C(N)=O)n1	-9%	-28%	9%	-15%	-13%	-3%	31
COc1cc2cc(CNc3ccc(C)cc3)c(=O)n(CC(=O)Nc3ccc(C(C)C)cc3)c2cc1OC	36%[activator]	·	1%	·	·	·	11
CN(CC1CCOCC1)C(=O)NC1CCCC1	-9%	?	5%	3%	i	7%	24
Cc1nccn1CCN(C)c1ccc(-c2nc(COc3ccccc3)no2)cn1	-30%	-2%	5%	?	?	13µM*	3

Overlap with the part before: 3 entries, then new ones.
SMILES	SNCA expr inhib	GPT2 inh	HEK293 viab	HEK293 tox	3T3 cytotox	FLuc inh	IP6K1 inhibitor
COc1cc2cc(CNc3ccc(C)cc3)c(=O)n(CC(=O)Nc3ccc(C(C)C)cc3)c2cc1OC	36%[activator]	·	1%	·	·	·	11
CN(CC1CCOCC1)C(=O)NC1CCCC1	-9%	?	5%	3%	i	7%	24
Cc1nccn1CCN(C)c1ccc(-c2nc(COc3ccccc3)no2)cn1	-30%	-2%	5%	?	?	13µM*	3
Cc1ccc(C(=O)N2CC(C(=O)NCCc3ccncc3)C3(CCOCC3)C2)cc1F (configuration not stated)	12%	4%	1%	-5%	-4%	2%	18
CC(=O)NCC(=O)N1CCCn2cc(-c3ccccc3F)nc21	35%[activator]	0%	8%	16%	i	4%	12
O=C1NCCCCCN(Cc2cccnc2)[C@@H]2CN(C(=O)NCCc3ccccc3)CC[C@@H]12	-14%	0%	4%	2%	i	-4%	9
Cc1nnc2ccc(N3CCCC(N[S+](=O)([O-])c4cccs4)C3)nn12 (configuration not stated)	·	·	·	-11%	-28%	·	-14
COCCNC(=O)CSc1nc(-c2ccccc2)[nH]c1-c1ccc(OC)cc1	?	·	-12%	·	·	·	4
COCCn1cnnc1C(C)NC(=O)CCc1nc(-c2ccccc2OC)no1 (configuration not stated)	20%	-8%	5%	-17%	0%	0%	-7
COc1ccc(OCc2nc3ccccc3n2C(C)c2ccccc2)cc1 (configuration not stated)	11%	·	2%	·	·	·	-15
O=C(CCCc1nc2ccccc2[nH]1)N1CCc2c(nc3cc(-c4ccccc4)[nH]n3c2=O)C1	22%	1%	5%	-13%	-17%	?	18
O=C(c1ccccc1)N1CCC(C(=O)N2CCC(c3nc4ncccc4[nH]3)C2)CC1 (configuration not stated)	?	i	-1%[12.5 µM]	-3%	-10%	·	-13
CC1=C(C(=O)O)/C(=C\CO[C@@H]2O[C@H](CO)[C@@H](O)[C@H](O)[C@H]2O)C(OC(=O)/C=C\c2ccc(O)cc2)C1 (some centres not stated)	·	0%[27.3 µM]	-7%[23.9 µM]	·	·	·	5
Cc1ccc(N2CCN(C(=O)CCS(=O)(=O)c3cc4c(cc3Cl)NC(=O)CO4)CC2)c(C)c1	-9%	·	-13%	·	·	·	11
CCOc1ccc(-c2cc(OC(=O)c3ccc(F)cc3)c3c(C)oc(C)c3c(=O)c2)cc1	7%	·	-16%	·	·	·	-7
O=C(CSc1nc2c([nH]c3ccccc32)c(=O)n1-c1cccc(Cl)c1)c1ccccc1	2%	·	1%	·	·	·	-11
O=C(NCCc1ccccc1)c1ccc2nnc(-c3ccoc3)n2c1	-14%	i	-1%	?	-29%	·	14
Cc1noc(C)c1S(=O)(=O)N1CCC(OCc2noc(C3CCCO3)n2)CC1 (configuration not stated)	-3%	i	-28%	-23%	?	·	-5
CN(CCNC(=O)CN1CC2CC(C1)[C@H]1CCCC(=O)N1C2)C1CCCCC1 (some centres not stated)	1%	-4%	0%	-11%	i	0%	13
CCOc1ccc(NC(=O)C(C)Sc2nc3ncccc3o2)cc1 (configuration not stated)	157%[activator]	·	5%	·	·	·	19
CCCCOc1ccc(S(=O)(=O)n2nc(C)c(S(=O)(=O)N3CCC(C)CC3)c2C)cc1	4%	·	-1%	·	·	·	-26*
CCc1ccc([S+](=O)([O-])c2nnn3c2nc(N2CCC(F)CC2)c2ccccc23)cc1	-4%	-9%	7%	-31%	-31%	·	5
O=C(c1cc(Br)cn2ccnc12)N1CCCC1	-22%[87.6 µM]	i	4%[87.6 µM]	-8%[172 µM]	1%[138 µM]	8%[172 µM]	-18
Cc1ccc(OCC(=O)Nc2c(Cl)ccc3nsnc23)cc1C	11%	·	12%	·	·	·	5
